# Screens (PubChem BioAssay)
# TNAP inh hi DEA – human TNAP enzyme inhibitors, primary screen, biochemical, luminescent, high phosphate acceptor level, uHTS; purified TNAP, CDP-star luminescence, 1 M DEA; inhibition, % at 20 µM; 200,000 compounds, 0.03% hits; AID 1135, 2008;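 active = over 50% inhibition of tissue-nonspecific alkaline phosphatase at 20 µM in the single-dose screen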;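 note: plate controls were DMSO wells for no effect and EDTA-quenched wells as full inhibition for full effect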
# Target sequence (P05186 whole entry, looked up): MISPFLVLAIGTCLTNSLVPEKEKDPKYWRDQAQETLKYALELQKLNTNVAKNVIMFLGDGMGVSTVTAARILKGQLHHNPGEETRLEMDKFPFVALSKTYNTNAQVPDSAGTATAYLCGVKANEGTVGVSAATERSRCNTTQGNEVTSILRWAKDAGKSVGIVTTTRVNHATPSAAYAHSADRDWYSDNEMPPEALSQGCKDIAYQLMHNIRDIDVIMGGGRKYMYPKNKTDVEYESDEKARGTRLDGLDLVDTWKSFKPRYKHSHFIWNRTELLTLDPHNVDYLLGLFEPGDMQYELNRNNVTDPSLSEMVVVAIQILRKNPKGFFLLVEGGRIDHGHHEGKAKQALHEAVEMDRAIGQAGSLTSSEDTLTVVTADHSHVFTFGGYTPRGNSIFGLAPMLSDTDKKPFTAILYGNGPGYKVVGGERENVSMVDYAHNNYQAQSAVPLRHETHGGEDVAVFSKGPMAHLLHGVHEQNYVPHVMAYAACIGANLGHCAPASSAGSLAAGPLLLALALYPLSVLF
# bIAP activator – bovine intestinal alkaline phosphatase activators, primary screen, biochemical, bovine IAP, CDP-star luminescence; alkaline phosphatase, intestinal [Bos taurus]; 200,000 compounds, 0.17% hits; activation factor at 20 µM; AID 1016, 2008; purified bovine IAP, 30 min; stronger effect = higher value; fold of DMSO-control signal, blank-subtracted;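 active = activation factor of 2 or more at 20 µM, a signal rise over negative controls twice the positive control's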
# TNAP act hi DEA – TNAP activators at high phosphate acceptor level, primary screen, biochemical, luminescence, uHTS | Alkaline phosphatase, tissue-nonspecific isozyme (Homo sapiens), P05186 | purified TNAP, CDP-star luminescence, 1 M DEA, 30 min; stronger effect = higher value; 0 = EDTA background, 1 = DMSO-only activity | activation factor at 20 µM | 200,000 tested, under 10 active;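 active = activation factor at least 2 at 20 µM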
#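 Assay system: human TNAP; Input: enzyme diluted 1/800 final; Reagent: CDP-star luminogenic substrate at 100 µM final; Timing: 30 min, room temperature; Signal: luminescence; Evaluation: TNAP activation factor scaled between EDTA and DMSO control wells.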
# bIAP inh – bovine intestinal alkaline phosphatase inhibitors, primary screen, selectivity assay for TNAP inhibitor project, biochemical, bovine IAP, CDP-star luminescence. 190,000 tested, under 10 active. purified bovine IAP, 30 min. inhibition, % at 20 µM;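 active = over 50% inhibition of intestinal alkaline phosphatase at 20 µM in the single-dose screen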
#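 Incubation: 30 min reaction at room temperature / Material: purified bovine intestinal alkaline phosphatase (IAP) enzyme / Input: enzyme at 1/65,000,000 dilution / Dosing: 20 µM single dose / Signal: CDP-star luminescence signal / Reagent: CDP-star chemiluminescent phosphatase substrate, 30 µM final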
# FLuc stim CS – FLuc activators, initial screening, artefact control for FLuc-dependent activation tests, biochemical, ATPlite luminescence. Luciferin 4-monooxygenase (Photinus pyralis), P08659. ATPlite luciferase biochemical, 10 min; 0 = ATP-free wells, 1 = DMSO control. activation factor at 10 µM. 200,000 tested, under 10 active;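 active = luciferase activation factor, scaled between plate controls, of at least 2 with compound at 10 µM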
#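 assay system = Luciferase/luciferin detection reagent, cell-free biochemical luciferase assay | also added = ATP substrate | times = 10 min post-reagent at room temperature | measured by = luminescence from luciferase reaction | measure = luciferase activation, seen as luminescence increase over controls | benchmarks = low control with PBS replacing ATP, high control enzyme plus ATP without compound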
# RAM network inh – inhibitors of the yeast RAM network, primary screen, dse1pr::URA3 reporter, 5-FOA selection; S. cerevisiae dse1pr::URA3 reporter, 5-FOA growth OD615, 2 d; analog-sensitive cbk1-as2 kinase mutant strain; inhibition, % at 50 µM; 190,000 compounds, 1.8% hits;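 active = inhibition above a set limit, 3 SD over mean compound inhibition, cut at about 8.4% in these data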;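 note: 0% = DMSO-only wells with no growth and 100% = 10 µM 1-NA-PP1 full growth; inhibition rescues growth on 5-FOA so higher OD means more RAM inhibition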
# TNAP inh no acc – human TNAP enzyme inhibitors, primary screen, biochemical, luminescent, no phosphate acceptor, uHTS | inhibition, % at 20 µM | Alkaline phosphatase, tissue-nonspecific isozyme (Homo sapiens), P05186 | AID 1012, 2008 | 200,000 compounds, 0.26% hits | purified TNAP, CDP-star luminescence, 30 min;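 active = tissue-nonspecific alkaline phosphatase inhibition above about 50% at 20 µM in the single-dose screen, limit read from the data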;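 note: 0% = DMSO negative control and 100% = EDTA positive control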
# Lmaj promast – Leishmania major promastigote growth inhibition, primary screen; Leishmania major promastigotes, resazurin fluorescence viability; inhibition, % at 10 µM; 200,000 compounds, 9% hits; in the data active = inhibition above about 50%;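 note: promastigotes grown with compound for 44 hours at 28 °C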
# APP 5UTR inh – inhibitors of APP translation via 5'UTR reporter, primary screen, APP 5'UTR luciferase, SH-SY5Y cells; 190,000 compounds, 0.82% hits; SH-SY5Y APP 5'UTR-luciferase reporter, luminescence; inhibition, % at 2 µM;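 active = inhibition above a set limit, derived from the sample mean plus 3 SD, cut at about 45% in these data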; note: values of inactives mirror those of a sister screen read the other way
# FLuc inhib CS – firefly luciferase enzyme inhibitors, primary screen, artefact control for luciferase-based inhibitor screens, biochemical, luminescence, ATPLite; inhibition, % at 10 µM; 10 min; AID 1006, 2008; 200,000 compounds, 1.5% hits; Luciferin 4-monooxygenase (Photinus pyralis), P08659;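 active = inhibition above about 50% when tested at 10 µM, limit read from the data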
# The depositor's hits bear a star; nt = no result given.
SMILES,TNAP inh hi DEA,bIAP activator,TNAP act hi DEA,bIAP inh,FLuc stim CS,RAM network inh,TNAP inh no acc,Lmaj promast,APP 5UTR inh,FLuc inhib CS
Clc1ccc(-c2cccs2)nn1,-5,1,1.1,1,1,0.7,-14,0,-25,-3
O=C(CSc1cccs1)NCCc1ccccc1,-2,0.8,1,17,1,0.3,-18,-3,3,-2
Cc1ccc(S(=O)(=O)N(C)CC(=O)OCC(=O)N2CCCC2=O)cc1,-3,1,1,2,1,-1.2,-3,22,-28,0
CCOC(=O)Nc1ccc2c(c1)N(C(=O)CN1CCN(C)CC1)c1ccccc1S2,5,1.1,1,-13,1,-0.9,5,19,-12,0
O=C(NC1C=CS(=O)(=O)C1)c1ccccc1 (stereo not given),-6,1,1.1,4,1.1,2.2,-11,-4,3,-6
CCn1c(SC(=O)NC2CCCCC2)nnc1-c1cccs1,-3,0.7,1,31,1,-0.7,19,-2,-14,-3
O=C(COC(=O)C12CC3CC(CC(C3)C1)C2)Nc1ccc([N+](=O)[O-])cc1Cl,-2,0.9,1,13,1.1,6.4,-15,-5,5,-8
Cc1c(C(=S)Nc2ccccc2)cnn1-c1ccc([N+](=O)[O-])cc1,-1,0.8,1,19,1,1.1,-10,13,-4,-4
Nc1nc(-c2ccc3c(c2)CCO3)cs1,-5,1,1.1,3,0.9,0.0,-17,-5,-45,11
CN1CCN(C(=S)c2cn(Cc3ccc(F)cc3)c3ccccc23)CC1,0,1,1,-2,1.1,-1.1,-6,51*,-4,-6
COc1ccccc1C(O)P(=O)(OC(C)C)c1ccc(N(C)C)cc1 (stereo not given),0,0.8,1,15,1,1.1,-6,-6,3,-2
c1ccc(N=P(c2nc3ccccc3o2)(N2CCOCC2)N2CCOCC2)cc1,-4,0.9,1,7,1,1.5,-5,-6,0,0
COc1ccc(CSCCN)cc1Cl,-2,1,1,2,1,-0.3,-10,13,2,0
CC(C)C(=O)N(Nc1nc2ccccc2s1)C(=O)C(C)C,1,0.9,1,14,1,0.8,-21,-3,-21,-1
CCOc1ccc(C2C(C(=O)/C=C/c3ccco3)=C(O)C(=O)N2CCN2CCOCC2)cc1OC (stereo not given),2,1,1,2,1,0.1,6,-4,-11,1

# Complete entries, looked up by structure. Order of screens: TNAP inh hi DEA, bIAP activator, TNAP act hi DEA, bIAP inh, FLuc stim CS, RAM network inh, TNAP inh no acc, Lmaj promast, APP 5UTR inh, FLuc inhib CS
# `CCn1c(SC(=O)NC2CCCCC2)nnc1-c1cccs1` as listed: -3, 0.7, 1, 31, 1, -0.7, 19, -2, -14, -3
# `O=C(CSc1cccs1)NCCc1ccccc1` as listed: -2, 0.8, 1, 17, 1, 0.3, -18, -3, 3, -2
# `CCOc1ccc(C2C(C(=O)/C=C/c3ccco3)=C(O)C(=O)N2CCN2CCOCC2)cc1OC` (stereo not given) as listed: 2, 1, 1, 2, 1, 0.1, 6, -4, -11, 1

# Other entries follow.
SMILES,TNAP inh hi DEA,bIAP activator,TNAP act hi DEA,bIAP inh,FLuc stim CS,RAM network inh,TNAP inh no acc,Lmaj promast,APP 5UTR inh,FLuc inhib CS
Cc1ccc(CNC(=O)C2CCCN(C(=O)N(C)C)C2)cc1 (stereo not given),-5,0.9,1.1,7,1.1,1.0,-13,86*,-5,-7
Cc1ccc(CN2CCSc3ccc(C(=O)NCc4ccco4)cc32)cc1,-12,0.8,1.1,25,1,14*,-27,20,-14,-4
Cc1ccc(S(=O)(=O)N2CC(O)CC2C(=O)Nc2ccc3c(c2)CCC3)cc1 (stereo not given),-3,0.9,1,7,1,2.3,-10,37,-6,-2
CCC(C)Sc1nc2c(cnn2-c2ccc(C)cc2)c(=O)[nH]1 (stereo not given),2,0.9,1,9,1.1,3.5,-2,6,-1,-7
COc1c2c(cc3oc(C)cc(=O)c13)OC(C(C)(C)OC1OC(CO)C(O)C(O)C1O)C2 (stereo not given),2,0.9,1,6,1.1,1.8,-2,-1,-23,-6
CC(C)CN1C(=O)c2ccc(C(=O)NCc3ccc4c(c3)OCO4)cc2C1=O,-1,0.8,1,21,1.1,5.1,-16,-3,6,-8
O=C(c1ccco1)N1CCN(C(=O)c2ccccc2OC(=O)C23CC4CC(CC(C4)C2)C3)CC1,-8,1,1.1,3,1.1,1.9,-10,17,5,-8
CC(C)(C)c1ccc(OCC(=O)NCCN2CCCC2)cc1,-3,1.1,1,-13,1,1.1,-3,80*,-8,3
O=C(C1CCN(S(=O)(=O)c2ccccc2[N+](=O)[O-])CC1)N1CCOCC1,-1,1,1,-2,1.1,1.0,-4,-1,-12,-8
CC1CCc2c(sc(/N=C/N(C)C)c2C#N)C1 (stereo not given),-6,1,1.1,5,0.8,2.0,-18,-2,-52,17
CCc1cc2c(-n3nc(C)cc3C)ncnc2s1,5,1,0.9,0,1,0.9,-3,-2,26,-3
CCOC(=O)c1sc2nc(C)nc(NCCc3ccccn3)c2c1C,-1,1.1,1,-15,1,0.0,-7,18,-4,1
Cc1cc(C(F)(F)F)n2ncc(-c3cccc(Br)c3)c2n1,-3,1.2,1,-17,1,3.2,-8,-1,-18,2
COc1ccc(Cc2nc(C(=O)Nc3ccccc3)cs2)cc1,0,0.4,1,nt,0.9,0.9,-9,-5,-8,12
COc1ccc(CN2c3cc(S(=O)(=O)N4CCOCC4)ccc3N3CCCC32)cc1 (stereo not given),-2,1.1,1,-9,1.1,-0.9,3,3,7,-6

# A different layout for some results above:
# Value order – TNAP inh hi DEA	bIAP activator	TNAP act hi DEA	bIAP inh	FLuc stim CS	RAM network inh	TNAP inh no acc	Lmaj promast	APP 5UTR inh	FLuc inhib CS
O=C(C1CCN(S(=O)(=O)c2ccccc2[N+](=O)[O-])CC1)N1CCOCC1
  -1	1	1	-2	1.1	1.0	-4	-1	-12	-8
CC1CCc2c(sc(/N=C/N(C)C)c2C#N)C1 (stereo not given)
  -6	1	1.1	5	0.8	2.0	-18	-2	-52	17
CCc1cc2c(-n3nc(C)cc3C)ncnc2s1
  5	1	0.9	0	1	0.9	-3	-2	26	-3
CCOC(=O)c1sc2nc(C)nc(NCCc3ccccn3)c2c1C
  -1	1.1	1	-15	1	0.0	-7	18	-4	1
Cc1cc(C(F)(F)F)n2ncc(-c3cccc(Br)c3)c2n1
  -3	1.2	1	-17	1	3.2	-8	-1	-18	2
COc1ccc(Cc2nc(C(=O)Nc3ccccc3)cs2)cc1
  0	0.4	1	nt	0.9	0.9	-9	-5	-8	12
COc1ccc(CN2c3cc(S(=O)(=O)N4CCOCC4)ccc3N3CCCC32)cc1 (stereo not given)
  -2	1.1	1	-9	1.1	-0.9	3	3	7	-6

# Remaining list, next part.
SMILES,TNAP inh hi DEA,bIAP activator,TNAP act hi DEA,bIAP inh,FLuc stim CS,RAM network inh,TNAP inh no acc,Lmaj promast,APP 5UTR inh,FLuc inhib CS
Cn1nc(C(F)(F)F)c(C#N)c1N1CCN(c2ccc(F)cc2)CC1,1,0.9,1,6,1.1,-1.0,-5,47,-2,-8
COc1ccc(N2CCN(Cc3nc(-c4ccc(Cl)cc4Cl)no3)CC2)cc1,-1,1.1,1,-8,1,0.6,-5,0,2,2
Cc1ccccc1OCC(O)Cn1c(NCc2ccccc2)nc2c1c(=O)[nH]c(=O)n2C (stereo not given),-4,0.9,1,10,1.1,3.6,-8,-5,6,-6
COc1cc(/C=N/NC(=O)C(N)=O)ccc1OC(=O)c1cccs1,-2,1.1,1,-8,1,0.0,-22,17,-6,-4
Cc1cc(F)c(F)c(C(=O)NC2CC2)c1Cl,-7,1,1.1,2,1.1,-0.9,-11,-8,-10,-8
COc1cc(/C=C2\SC(=N)N(c3ccc(F)cc3)C2=O)ccc1O,15,0.6,0.8,41,1,4.2,4,9,-14,-4
C=CCOC(=O)C1=C(C)NC(=S)NC1c1cccs1 (stereo not given),10,1,0.9,-2,1,0.9,4,10,nt,5
COc1ccc(C2=Nn3c(nnc3-c3ccncc3)SC2)cc1,-8,0.8,1.1,16,1,0.5,3,20,3,-2
Cn1c(SCC(=O)c2ccccc2)nc2cccnc21,-2,0.9,1,6,1,0.9,-6,-1,-4,-5
O=C1CCC(CCC(=O)N2CCCC(C(=O)c3ccc(Cl)cc3)C2)=NN1 (stereo not given),-6,1,1.1,-3,1.1,2.5,-7,-5,-7,-6
O=C(CCc1nc2ccccc2c(=O)[nH]1)Nc1ccc(F)cc1,-9,0.9,1.1,12,1,1.6,-13,8,-13,0
N#Cc1ccc(C(=O)Nc2nnc(-c3cccs3)o2)cc1,-8,0.9,1.1,10,1,2.7,-30,98*,-9,4
